# pCIP destab – p/CIP protein destabilization | hit rate 0.01% among 290,000 | Q05BA5 | F442A p/CIP-EGFP cells, EGFP fluorescence, 16 h | decrease of EGFP signal, % at 10 µM;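 active = EGFP signal decrease of at least 30% at 10 µM or well 3 SD below plate mean, unless failing retest; inactive = the rest, including hits failing retest or dose response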; also: some compounds called inactive have numbers as strong as hits; many of its hits are not listed in these tables
# PHOSPHO1 inh – PHOSPHO1 (human) inhibition. Q8TCT1. inhibition, % at 13.3 µM. recombinant PHOSPHO1, absorbance phosphatase assay. hit rate 1.1% among 290,000; in the data active = inhibition above about 60%
# Target sequence (Q8TCT1 whole entry, looked up): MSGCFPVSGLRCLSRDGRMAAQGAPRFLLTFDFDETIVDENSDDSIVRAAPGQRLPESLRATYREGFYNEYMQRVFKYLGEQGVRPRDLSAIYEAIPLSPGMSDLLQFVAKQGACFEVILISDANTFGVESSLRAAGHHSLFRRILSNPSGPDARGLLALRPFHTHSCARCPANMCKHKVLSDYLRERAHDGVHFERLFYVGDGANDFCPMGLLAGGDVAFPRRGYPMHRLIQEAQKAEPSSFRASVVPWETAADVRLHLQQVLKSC
# IDE cell activ – IDE (human) activation, cell-based; P14735; hit rate 0.073% among 340,000; activation, % at 5.96 µM; HEK cells, FAbeta-B cleavage, fluorescence polarization; 0% vehicle, 100% cell-free pure enzyme wells;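 active = activation above the mean of all tested compounds plus 3 SD, set per screening campaign, cut at about 17% in these data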
# NALP1 inh – inhibitors of NALP1 inflammasome in yeast; inhibition, % at 10 µM; S. cerevisiae NALP1/ASC/caspase-1 growth, X-gal OD620, 72 h; hit rate 0.61% among 280,000; in the data active = inhibition mostly above about 24%, no sharp cut-off; inactive = mostly below about 32%; also: some compounds called inactive have numbers as strong as hits
# IDE cell inh – inhibitors of human insulin-degrading enzyme in cells; P14735; HEK cells, FAbetaB cleavage, fluorescence polarization; inhibition, % at 5.59 µM; hit rate 0.41% among 320,000;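 active = percent inhibition above the average of all tested compounds plus 3 SD, set per screening campaign, cut at about 16% in these data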;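 also: IDE supplied by intact live HEK cells; FP after avidin binding of uncleaved biotin substrate so inhibition keeps polarization high; 0% = DMSO wells and 100% = 60 µM reference IDE inhibitor Ii1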
# VIM-2 inhibitor – blocks Pseudomonas aeruginosa VIM-2 metallo-beta-lactamase. purified VIM-2, nitrocefin hydrolysis, epi-absorbance fluorescence. inhibition, % at 5.6 µM. hit rate 0.89% among 290,000. AID 1527;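 active = inhibition above the mean of all tested compounds plus 3 SD, cutoff set per screening run, cut at about 7.5% in these data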;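 also: red hydrolysis product quenches plate fluorescence so inhibitors raise well fluorescence; 0% = enzyme with DMSO and 100% = DMSO without enzyme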
# PfM18AAP inh – blocks P. falciparum M18 aspartyl aminopeptidase; hit rate 1.2% among 290,000; inhibition, % at 7.35 µM; recombinant PfM18AAP, H-Glu-NHMec fluorogenic cleavage; AID 1822;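 active = inhibition above the campaign mean inhibition over all tested compounds plus 3 SD, cut at about 28% in these data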;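 also: 0% = plate median of test compound wells and 100% = 2 mM ZnCl2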
# GPR7 antagonist – antagonists of human GPR7 (neuropeptides B/W receptor 1); hit rate 1.1% among 290,000; GPR7-expressing cells, fluorescence antagonist assay; AID 1861; inhibition, % at 4.4 µM; P48145; in the data active = inhibition above about 16%, passing the limit was not always enough;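 also: cells stimulated with the agonist NPW; 0% = agonist with vehicle and 100% = vehicle without agonist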
# Target sequence (P48145 whole entry, looked up): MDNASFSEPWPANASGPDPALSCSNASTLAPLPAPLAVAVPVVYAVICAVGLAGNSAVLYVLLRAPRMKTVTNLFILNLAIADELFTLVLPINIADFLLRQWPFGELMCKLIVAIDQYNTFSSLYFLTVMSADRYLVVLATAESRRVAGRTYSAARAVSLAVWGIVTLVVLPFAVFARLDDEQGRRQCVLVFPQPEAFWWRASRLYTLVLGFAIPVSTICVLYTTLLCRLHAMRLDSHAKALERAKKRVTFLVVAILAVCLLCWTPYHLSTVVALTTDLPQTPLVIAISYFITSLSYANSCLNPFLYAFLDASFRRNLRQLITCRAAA
# IMP-1 inh – inhibitors of Pseudomonas aeruginosa IMP-1 metallo-beta-lactamase; purified IMP-1, nitrocefin hydrolysis, epi-absorbance fluorescence; hit rate 0.45% among 290,000; AID 1556; inhibition, % at 5.6 µM;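 active = inhibition above the mean plus 3 SD of all compounds in the same screening run, cut at about 4.5% in these data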;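 also: 0% = IMP-1 with DMSO and 100% = DMSO wells lacking enzyme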
#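 System – purified recombinant IMP-1 beta-lactamase · Input – IMP-1 dispensed at 0.2 nM · Timing – 15 min preincubation plus 25 min reaction at 25 °C · Signal – Epi-absorbance fluorescence, 480 nm excitation, 530 nm emission · Measure – percent IMP-1 inhibition derived from blank-referenced optical density · Controls – Enzyme-plus-DMSO low control, enzyme-free DMSO high control · Replication – singlicate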
# * hit, by the source's call; . = not tested or not shown. An excerpt (hit frequency here may not be typical).
# Every second line gives: IMP-1 inh, GPR7 antagonist, PHOSPHO1 inh, pCIP destab, IDE cell activ, IDE cell inh, PfM18AAP inh, VIM-2 inhibitor, NALP1 inh
CCOP(=O)(OCC)c1ccc(OP(=O)(c2cccc([N+](=O)[O-])c2)c2cccc([N+](=O)[O-])c2)cc1
    -2.3, -3.5, 31.8, 3.4, 10.9, 0.4, -3.0, -3.8, -7.1
Cc1ccc(CC2C(=O)N(C)C(=O)N(C)C2=O)s1
    -1.6, 14.7, -7.5, -9.9, 0.1, 5.2, -0.9, -1.9, 11.3
OC1(c2ccccc2)CCNC2CCCCC21 (stereo unspecified)
    -3.9, -18.8, 18.7, -9.0, 2.9, -0.2, 3.0, -2.8, -0.4
O=C(O)Cn1cc(/C=C2\C(=O)NC(=O)N(c3ccc(Br)cc3)C2=O)c2ccccc21
    -0.9, -13.2, -2.4, -11.0, -6.5, -0.3, 15.7, -2.1, 24.4
Cc1ccc(C)c(NP(=O)(Oc2ccccc2)Oc2ccccc2)c1
    1.3, 5.3, 7.1, -7.5, 5.4, 3.0, 10.5, -2.5, 3.0
CC(C)c1ccc(-n2c(O)c(/C=N/NC(=O)c3ccncc3)c(=O)[nH]c2=O)cc1
    -2.8, 18.1, 1.8, -26.1, -1.2, -4.0, -2.6, -4.2, 37.3
COc1ccc(N2CCN(CCCN)CC2)cc1
    -5.2, -6.4, ., ., 6.1, 2.1, -8.9, -1.7, .
CC(=O)O[C@@]12CO[C@@H]1C[C@@H](O)[C@@]1(C)C(=O)[C@H](O)C3=C(C)[C@@H](OC(=O)[C@H](O)[C@@H](NC(=O)c4ccccc4)c4ccccc4)C[C@@](O)([C@@H](OC(=O)c4ccccc4)C12)C3(C)C (stereo partly specified)
    -3.8, -0.9, 33.8, -2.7, 3.4, -4.4, 6.5, -4.2, -10.1
Cc1cc(OCc2cc(C(=O)O)oc2C)c2c3c(c(=O)oc2c1)CCCC3
    -2.3, -4.3, -2.1, 4.2, 3.5, -4.5, -0.6, 56.6*, 18.6
O=c1c2ccc(Cl)cc2[nH]c(=S)n1-c1cccnc1
    -3.8, -6.4, -101.1, -4.9, 0.2, -2.1, 6.6, -4.1, -6.5
O=C1C(=O)c2ccccc2-c2ccccc21
    0.7, 5.2, 99.7*, -16.2, -3.4, 1.4, 20.7, 16.5*, -18.8
C=CCn1c(O)c(C(=O)CCCCCC)c(=O)[nH]c1=O
    -1.5, 8.0, 22.0, -7.3, 7.5, -1.1, -1.4, -2.0, 13.8
O=C1CC(N2CCC(n3c(=O)[nH]c4ccccc43)CC2)C(=O)N1c1ccc(F)cc1 (stereo unspecified)
    -5.5, -3.6, 2.9, -4.3, 5.1, 1.6, 3.5, -1.9, .
COc1ccccc1CCNC1C2CC3CC(C2)CC1C3 (stereo unspecified)
    -0.8, -1.3, -13.2, -4.2, 4.9, -4.5, 4.2, -3.4, 29.3
CN(C)C1C(=O)C(C(N)=O)=C(O)C2(O)C(=O)C3=C(O)c4c(O)cccc4C(C)(O)C3CC12 (stereo unspecified)
    0.1, -13.0, -0.5, -0.6, -7.2, 6.4, 36.1*, -1.2, 9.0
CCn1nc(-c2cccs2)nc2c(=O)n(C)c(=O)nc1-2
    ., ., 53.6, -13.8, 0.6, ., ., ., 33.1*
CC(NC(=O)Oc1ccccc1)C(c1cccs1)N1CCOCC1 (stereo unspecified)
    -4.5, -6.6, 26.6, -5.7, 2.0, 2.8, -3.0, -1.5, 9.9
CC[n+]1c(SC)ccc2cc(OC)ccc21
    -3.2, -6.9, -4.9, -3.1, 7.5, 2.2, -0.6, -2.0, 24.3
O=[N+]([O-])c1ccc(C2[C@H]3C(c4ccccc4)=NC4(CCCC4)N23)cc1 (stereo partly specified)
    -1.1, -2.6, -0.8, 1.7, -1.2, 5.0, -4.0, -0.8, 11.1
Cc1nc2c(c(=O)[nH]1)C(c1ccccc1Cl)c1c(c3ccccc3oc1=O)O2 (stereo unspecified)
    -3.8, -15.3, 12.3, 0.4, ., -5.1, -4.7, 0.4, .
CC(=O)N1N=C2C3CCN(CC3)C2C1c1ccccc1 (stereo unspecified)
    -1.1, 3.1, 18.4, 1.9, 3.0, -4.2, 7.4, 0.5, 10.1
FC(F)(F)Oc1ccc(C2NCc3ccccc3-n3cccc32)cc1 (stereo unspecified)
    -0.1, 11.0, ., 3.5, 3.1, 3.4, -1.0, -1.7, 28.8
COc1ccc(OCC#CCN2CCNCC2)cc1
    -0.1, -10.0, 23.5, -8.2, 4.5, 2.2, -12.9, -1.4, -4.9
COc1ccc(CCn2c(O)c(/C=N/NC(=O)c3ccncc3)c(=O)[nH]c2=O)cc1OC
    -3.6, -10.4, 6.0, -15.2, 11.6, 1.4, 4.7, -4.6, 31.1
CN1C(=O)N(C)C(=O)C(CCc2ccncc2)(Cc2ccc3c(c2)OCO3)C1=O
    -3.5, 4.9, 0.0, -15.1, 1.6, 0.4, -5.8, -2.9, 4.1
CCOC(=O)c1[nH]ncc1CN1CCCC(C(=O)c2cccc(Cl)c2)C1 (stereo unspecified)
    -2.8, -14.5, 31.6, -6.6, 2.3, 3.6, 1.7, -1.7, .
O=C(COc1ccc2ccc(=O)oc2c1)N1CCC(C(=O)O)(c2ccccc2)CC1
    -2.6, -6.9, 18.2, 11.5, 2.2, 0.9, -0.5, -3.2, -1.8
CC(=O)[C@@]1(O)CC[C@H]2[C@@H]3CC=C4C[C@@H](O)CC[C@]4(C)[C@H]3CC[C@@]21C
    -2.8, -4.4, 3.5, -6.9, 3.7, 4.8, -12.3, -0.7, 31.6
CNc1cc(N2CCN(C)CC2)ccc1[N+](=O)[O-]
    -2.0, -6.4, 15.4, -1.3, 1.5, -1.4, 1.0, -0.2, 5.4
CN(C)C(=O)Oc1c(Cl)cc(Cl)c2ccccc12
    -2.8, 1.0, 0.2, 13.3, -5.5, -2.0, -1.4, -2.9, 13.8
O=c1c2ccccc2nc(/C=C/c2ccc([N+](=O)[O-])o2)n1-c1ccc(O)cc1
    -2.3, -3.3, 5.5, -146.9, ., ., 5.3, 0.1, 3.7
O=c1[nH]c(O)c(C=Nc2ccc(Cl)c(C(F)(F)F)c2)c(=O)[nH]1
    -5.1, -11.0, 8.5, -14.0, 2.3, -1.7, 10.0, 0.5, 15.4
COc1ccc(OC)c(N2C(=O)NC(=O)/C(=C/c3ccc([N+](=O)[O-])s3)C2=O)c1
    0.2, 0.0, 4.1, -25.3, 0.8, 3.0, 3.4, -1.3, 21.7
c1cncc(CNC2=NCCC2)c1
    -2.6, 4.6, 3.8, -5.4, -0.4, 3.8, 4.9, -2.3, -26.0
Cc1cc(=O)oc2c(C)c(OCC(=O)N3CCC(C(=O)O)(c4ccccc4)CC3)ccc12
    -2.1, 2.0, 33.8, 9.9, 0.4, 5.1, -7.0, -1.6, -28.0
COc1cc2[nH]c(=S)n(-c3ccccc3)c(=O)c2cc1OC
    -2.5, 1.3, 21.3, -4.6, 1.5, -0.4, -11.4, 0.2, 17.8
CSc1ccccc1C(=O)C1CCCN(Cc2ccncc2)C1 (stereo unspecified)
    -1.4, -14.6, 35.4, 1.3, 3.1, 7.1, 3.0, -2.4, -1.6
Cn1c(CN2CCN(C(=O)COc3ccccc3)CC2)nc2cc([N+](=O)[O-])ccc21
    -2.5, -7.5, -12.0, -8.1, 2.6, 5.8, 1.6, -2.3, .
CCc1cc2c(N3CCN(C)CC3)ncnc2s1
    1.8, -9.6, 8.7, -15.3, 9.6, 1.5, -2.0, -4.9, 13.4
c1ccc(NC2=NCCS2)cc1
    -1.6, -13.4, 17.1, -1.1, -2.6, -0.8, 1.9, -2.8, .
COc1cccc(CCNCc2c(F)cccc2F)c1
    -3.6, -13.5, 17.2, -18.7, 6.8, -1.8, -1.1, -1.0, -12.5
COc1cc(CN2C(=O)NC(=O)C3(Cc4cc(C)ccc4N(C)C3)C2=O)cc(OC)c1 (stereo unspecified)
    -2.6, -11.3, -22.6, -11.1, 0.9, -1.2, 12.4, -2.0, 18.1
COc1ccc(-n2c(O)c(/C=C3\C=Nc4ccc(Br)cc43)c(=O)[nH]c2=O)cc1
    -3.3, 23.7, 27.0, -6.6, -7.3, 7.5, 26.9, -2.9, 1.7
CC1(C)CC(N(CCc2ccccc2)Cc2ccccc2)CCO1 (stereo unspecified)
    -3.7, 9.8, 3.6, -4.1, 2.1, -0.8, 0.8, -1.9, -13.6
COc1ccc2c(C)c(CC(=O)N3C[C@H]4C[C@@H](C3)c3cccc(=O)n3C4)c(=O)oc2c1C
    -3.6, -14.9, 23.9, -7.6, 5.5, 2.2, 9.0, -2.5, 35.9
CC(=O)c1ccc2c(c1)OCO2
    -1.0, 15.8, -9.2, 28.0, 6.3, 7.0, 5.6, -1.6, 24.0
CCc1ccccc1N1C(=O)CC(=O)NC1=O
    -0.9, 16.8, -0.6, -11.7, 0.7, 1.0, 9.3, 1.3, 6.2
COCCN1C(=O)NC(=O)/C(=C\c2ccc(Br)cc2)C1=O
    -2.9, -6.4, 19.5, 3.5, 0.4, 3.0, 6.3, -7.1, 8.5
O=c1c2ccccc2nc(-c2ccc(-c3ccccc3)cc2)n1-c1ccncc1
    1.2, 14.8, 14.3, -6.4, -10.4, 4.0, 13.4, 3.1, 38.0
O=C1NC(=S)NC(=O)C1C/C=C/c1ccccc1
    -2.8, -14.6, 26.3, -2.9, 3.4, -0.1, -6.4, -1.8, -8.8
CN(C)P(=NC(=S)c1cccn1C)(N(C)C)N(C)C
    -1.9, -16.8, 39.6, -13.8, 2.6, 2.3, 5.7, 0.8, .
OC(c1ccc(F)cc1)(c1ccc(F)cc1)[C@@H]1CCCN1
    -2.1, 7.1, -10.8, -5.6, 3.5, 0.0, -11.5, 0.3, 2.6
CN1CCC2(CC1)CC(NC=O)c1ccccc1O2 (stereo unspecified)
    -5.1, -0.3, 41.1, -5.8, 2.9, 4.6, -4.1, -1.4, 6.2

# Arranged by molecular weight (high to low): some entries from above.
# Every second line gives: IMP-1 inh, GPR7 antagonist, PHOSPHO1 inh, pCIP destab, IDE cell activ, IDE cell inh, PfM18AAP inh, VIM-2 inhibitor, NALP1 inh
O=c1c2ccccc2nc(-c2ccc(-c3ccccc3)cc2)n1-c1ccncc1
    1.2, 14.8, 14.3, -6.4, -10.4, 4.0, 13.4, 3.1, 38.0
COCCN1C(=O)NC(=O)/C(=C\c2ccc(Br)cc2)C1=O
    -2.9, -6.4, 19.5, 3.5, 0.4, 3.0, 6.3, -7.1, 8.5
CN(C)P(=NC(=S)c1cccn1C)(N(C)C)N(C)C
    -1.9, -16.8, 39.6, -13.8, 2.6, 2.3, 5.7, 0.8, .
CN1CCC2(CC1)CC(NC=O)c1ccccc1O2 (stereo unspecified)
    -5.1, -0.3, 41.1, -5.8, 2.9, 4.6, -4.1, -1.4, 6.2
CCc1ccccc1N1C(=O)CC(=O)NC1=O
    -0.9, 16.8, -0.6, -11.7, 0.7, 1.0, 9.3, 1.3, 6.2
CC(=O)c1ccc2c(c1)OCO2
    -1.0, 15.8, -9.2, 28.0, 6.3, 7.0, 5.6, -1.6, 24.0

# Compound activity from PubChem.
